HP1b chromo inh = HP1-beta chromodomain-methylated histone interaction inhibition | Potency, µM (series often up to 114 µM), for the others: at the highest dose activity change, negative = inhibition, usual class: inhibitors | AlphaScreen HP1-beta / biotin-H3K9me3 peptide binding | AID 540317 | actives 0.56% (n = 390,000) | P83916; further: potency means the concentration at half of the fitted maximal effect; nearly all actives have a fitted effect of over 70% in size; inactives centre near 23
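Compound inhibition of the preformed complex between 50 nM HP1-beta and 50 nM biotinylated H3K9me3 peptide was read by AlphaScreen. Buffer was PBS pH 7.4 with 0.01% Tween-20. Incubations ran 30 min at room temperature, with 10 ug/mL donor/acceptor beads.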
GLS inhibitor = glutaminase GLS (human) inhibition. Potency, µM (top dose mostly 45.5 µM), inactives show at the highest dose activity change, negative = inhibition, most hits filed as inhibitors. O94925. GLS enzymatic activity, qHTS titration. actives 0.21% (n = 410,000); further: potency means the concentration at half of the fitted maximal effect; on the % scale 0 is the no-effect control and ±100 the full control effect
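Human kidney-isoform GLS in 45 mM KH2PO4 pH 8.2, 0.02% Tween-20, with compound, started with 1mM L-Glutamine (added stock). Glutamate oxidase/HRP/Amplex red coupled fluorescence read at start and after 30 min at RT.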
12-LOX inh = inhibitors of human 12S-lipoxygenase ALOX12 | purified 12hLO, xylenol orange hydroperoxide absorbance | Potency, µM (top dose mostly 108 µM), for inactives: at the top dose activity change, negative = inhibition, actives largely listed as inhibitors | actives 1.1% (n = 580,000); further: potency means the concentration at half of the fitted maximal effect; on the % scale 0 is the no-effect control and ±100 the full control effect
Target sequence (P18054 whole entry, looked up): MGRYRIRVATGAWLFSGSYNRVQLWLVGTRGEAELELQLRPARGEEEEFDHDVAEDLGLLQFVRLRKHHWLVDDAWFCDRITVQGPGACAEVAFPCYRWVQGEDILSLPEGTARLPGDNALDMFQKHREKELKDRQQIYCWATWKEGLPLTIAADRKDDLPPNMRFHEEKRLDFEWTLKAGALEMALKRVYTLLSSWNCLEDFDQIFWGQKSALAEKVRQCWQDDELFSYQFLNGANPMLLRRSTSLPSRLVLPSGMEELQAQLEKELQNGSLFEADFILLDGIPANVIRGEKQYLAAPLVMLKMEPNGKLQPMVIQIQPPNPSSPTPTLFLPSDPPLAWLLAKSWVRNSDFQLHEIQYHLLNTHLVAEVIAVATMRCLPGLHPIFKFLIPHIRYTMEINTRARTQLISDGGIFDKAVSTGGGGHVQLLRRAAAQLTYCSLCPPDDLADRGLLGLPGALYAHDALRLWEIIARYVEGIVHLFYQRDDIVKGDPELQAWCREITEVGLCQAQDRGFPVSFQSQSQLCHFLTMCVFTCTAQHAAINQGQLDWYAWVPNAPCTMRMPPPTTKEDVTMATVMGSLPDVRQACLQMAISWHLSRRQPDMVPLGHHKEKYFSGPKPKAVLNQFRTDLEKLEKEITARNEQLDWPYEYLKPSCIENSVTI
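Hydroperoxide product was detected by ferrous iron/xylenol orange as the 573 to 405 nm absorbance ratio. Arachidonic acid at 40 uM (final) was turned over for 30 min at room temperature by 150 nM human 12hLO, pH 7.0 Hepes buffer, after 15 min compound preincubation.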
RGS4 inh = inhibitors of human regulator of G protein signaling 4; Potency, µM (series often up to 114 µM), without a hit: at the highest dose activity change, negative = inhibition, hits mostly inhibitors; AID 504845; P49798; Transcreener GDP fluorescence polarization, RGS4-accelerated GTP hydrolysis; actives 0.039% (n = 390,000); further: potency means the concentration at half of the fitted maximal effect; on the % scale 0 is the no-effect control and ±100 the full control effect; nearly all actives have a fitted effect of over 75% in size; some results filed as inactive show a strong effect at the top dose
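MLSMR compounds (23 nl, pin-transferred) preincubated 10 min at room temperature with a 500nM (2x) first reagent, then RGS4 at 900nM (2x) plus Transcreener GDP mix added; fluorescence polarization (620/688 nm) read before and after 90 min at 30 °C.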
G9a block = inhibitors of human histone lysine methyltransferase G9a; actives 8.8% (n = 350,000); Q96KQ7; Potency, µM (doses to about 102 µM), for the others: at the top dose activity, negative = inhibition, usual class: inhibitors; G9a H3K9 monomethylation, AlphaScreen, 2 h; further: potency means the concentration at half of the fitted maximal effect; on the % scale 0 is the no-effect control and ±100 the full control effect; nearly all actives have a fitted effect of over 75% in size
Target sequence (Q96KQ7 913-1193 limits assumed): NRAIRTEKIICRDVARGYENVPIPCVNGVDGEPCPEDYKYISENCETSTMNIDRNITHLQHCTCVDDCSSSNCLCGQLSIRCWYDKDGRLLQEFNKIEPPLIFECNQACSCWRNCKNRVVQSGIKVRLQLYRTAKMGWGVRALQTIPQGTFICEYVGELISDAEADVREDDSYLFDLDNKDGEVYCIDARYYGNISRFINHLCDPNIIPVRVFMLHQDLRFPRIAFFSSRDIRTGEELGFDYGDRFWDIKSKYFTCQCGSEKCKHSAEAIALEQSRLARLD
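Signal arises when biotinylated H3K9 peptide, once monomethylated, bridges streptavidin donor and antibody-captured acceptor beads. Enzyme at 20 nM was preincubated 15 min with test compounds; peptide 500 nM and SAM 20 uM then reacted for 2 h.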
ERG-DNA inh = blocks human ERG Ets domain binding to DNA; P11308; fluorescence polarization, His-ERG Ets domain / labelled DNA; Potency, µM (doses to about 76.9 µM), inactives show top-dose FP activity, negative = inhibition, hits mostly inhibitors; actives 0.028% (n = 370,000); AID 624246; active means well fitted inhibition curve with a large enough effect in the polarisation, with a control signal flat; inconclusive means small, poorly fitted or top-dose-only effect, or effect the other way, or a change in a side signal; inactive means no such curve, though single readings can be large or run the other way; the % refers to the polarisation;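 further: polarization taken with two DNA probes labelled with fluorescein and Texas red; potency means the concentration at half of the fitted maximal effect; % of control where 0% means no effect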
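His-tagged ERG Ets domain (1 uM in the protein solution; 300mM KCl, 50mM Tris-HCl, 1mM EDTA, 1mM DTT, pH 7.5) received compound, then a probe mix of 5 nM fluorescein-DNA and 100nM Texas-615-DNA. Fluorescence polarization was read for both dyes.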
PI4K2A block = inhibitors of human PI4K2A; purified PI4K2A, ADP-Glo luminescence, 1 h; active compounds read low; activity change, negative = inhibition, % at 76.9 µM; actives 0.13% (n = 420,000); in the data active means activity change below about -50%; inconclusive means mostly about -30% to -49%;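 further: -100% = wells without enzyme as full effect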
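ADP-Glo luminescence measured ADP generated by PI4K2A enzyme (4 ug/mL before mixing) with 1.2 mM PI substrate (pre-mix) and 300 microM ATP (pre-mix). Tris pH7.5 buffer with MgCl2, Triton X-100; 1 h reaction at ambient temperature.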
JMJD2A Tudor inh = inhibitors of human JMJD2A Tudor domain; O75164; AlphaScreen JMJD2A-Tudor / H3K4me3 peptide binding; Potency, µM (top dose mostly 114 µM), without a hit: at the top dose activity change, negative = inhibition, most hits filed as inhibitors; actives 4.4% (n = 390,000); further: potency means the concentration at half of the fitted maximal effect; on the % scale 0 is the no-effect control and ±100 the full control effect; nearly all actives have a fitted effect of over 50% in size
BAZ2B block = BAZ2B (human) inhibition. actives 4.4% (n = 360,000). Q9UIF8. Potency, µM (highest dose often 114 µM), without a hit: at the top dose activity change, negative = inhibition, actives largely listed as inhibitors. AlphaScreen BAZ2B-H3K14Ac peptide displacement. AID 504333; further: potency means the concentration at half of the fitted maximal effect; on the % scale 0 is the no-effect control and ±100 the full control effect; nearly all actives have a fitted effect of over 60% in size
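Protein-peptide AlphaScreen: BAZ2B 50 nM, b-H3K14Ac 50 nM, 1x PBS pH 7.4 + 0.01% Tween-20. Preincubation 30 min RT; cpd 30 min RT (top 110 uM); beads 20 min RT, light-protected.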
* = called active by the depositor; ? = inconclusive; nt = no result given; [ ] = another dose, or the depositor's remark. Unless noted, the call rests on the fitted dose curve; in most records, active means well fitted curve in the direction sought with a large enough effect; inconclusive means small, poorly fitted or top-dose-only effect, or another doubt; inactive means no such curve, though single readings can be large; an effect the other way counts as inactive or inconclusive. The list is partial (hit frequency here may not be typical).

SMILES | HP1b chromo inh | GLS inhibitor | 12-LOX inh | RGS4 inh | G9a block | ERG-DNA inh | PI4K2A block | JMJD2A Tudor inh | BAZ2B block
NC(=O)c1c(NC(=O)Cn2cc([N+](=O)[O-])cn2)sc2c1CCCC2 | 16% | 8% | -20% | 6% | ? | -20% | 7 | -14% | -23%
CCCCCCN1C(=O)C(O)=C(C(C)=O)C1c1ccc(Cl)cc1 (configuration not stated) | 17% | 9% | ? | -29% | -51%[12.7 µM] | -6% | 10 | -35% | ?
CCNc1ccc(C(=O)OCC(=O)N2CCCC2)cc1[N+](=O)[O-] | -10% | -15% | -15% | ? | 5% | 4% | 6 | ? | 5%
CCCCC(=O)Nc1cccc(C(=O)Nc2ccccc2C(=O)O)c1 | 15% | 1% | -2% | 20% | -37% | -1% | -1 | -17% | -21%
COc1ccc(Cl)cc1N/C(N)=N/c1nc(C)cc(C)n1 | 19% | -15% | 2% | 1% | 8%[0.501 µM] | 17% | -3 | 1% | -2%
O=C(O)C1CCCN(C(=O)c2cccc3ccccc23)C1 (configuration not stated) | 14% | 3% | -4% | 6% | -6% | 3% | -6 | 1% | -1%
C[C@H]1CN(CCc2ccccc2)C(=O)[C@@H]1CC(=O)NCc1ccccc1 | 36% | -3% | 1% | -11% | ? | -2% | -2 | -6% | -1%
Cc1ccc2c(c1)N(CC(=O)N1CCCCCC1)C(=O)CO2 | 45% | -6% | 17% | 2% | -11% | 7% | -1 | -9% | 13%
COC(=O)c1cc(S(=O)(=O)NCC2CCN(CCc3ccc(OC)cc3)CC2)c[nH]1 | 5%[57 µM] | 1% | ? | -6% | nt | 4% | -1 | -17% | 1%
O=C(NCc1cccs1)C1CCN(c2nc3ccccc3o2)CC1 | 6% | 3% | 12% | -29% | 2% | 3% | 1 | -19% | 1%
CC(C)Nc1nc(NC(C)C)nc(Oc2ccc(/C=N/O)cc2)n1 | 1% | 6% | 1% | -10% | 2% | 6% | -2 | -11% | 12%
C=CCOc1ccc(/C=C2\SC(=S)N(C(C(=O)O)c3ccccc3)C2=O)cc1 (configuration not stated) | -21% | -1% | ? | -46% | ? | 12% | 1 | ? | ?
S=c1[nH]nc(Cc2cccs2)n1-c1cccc2ccccc12 | 7% | -1% | ? | -41% | 1.8µM* | ? | -3 | 40µM* | -33%
CN1CCCN(C2C3CC4CC(C3)CC2C4)CC1 (configuration not stated) | ? | 26% | ? | -12% | 10µM* | -5% | 1 | 1µM* | ?
CCC(=O)NCc1c(Cl)cccc1-n1cccc1 | 12% | -1% | 3% | -23% | 36%[12.7 µM] | -4% | 3 | -21% | -4%
Fc1cccc(NC(=S)NNc2c3ccccc3nc3ccccc23)c1 | ? | -26% | 40µM* | -41% | 16µM* | 4% | -7 | ? | 7.1µM*
COc1ccc(OC(=O)C2CC(=O)N(c3ccc(C)cc3)C2)cc1 (configuration not stated) | 25% | ? | -2% | -12% | ? | 2% | 7 | 15% | 1%
COC(=O)C1=C(C)Nc2ncnn2C1c1ccc(OCc2ccccc2)cc1 (configuration not stated) | 22% | -4% | 12% | -29% | 12% | -7% | 2 | 2% | 0%
Cc1cccc(NCc2ccc(O)c3ncccc23)c1C | -4% | -24% | 5.6µM* | -12% | 0.4µM* | -4% | 0 | ? | 56µM*
CCO[C@@H]1OC(C(=O)NCc2ccccc2)=C[C@H](c2csc3ccccc23)[C@H]1CCCO | 66%[activator] | 8% | ? | 8% | 11%[12.7 µM] | -1% | -3 | -27% | -21%
Cc1csc2nc(COC(=O)CNC(=O)c3ccc(Cl)cc3)cc(=O)n12 | 41%[activator] | -2% | -12% | 36% | 16%[12.7 µM] | -11% | -5 | -8% | -5%
CC(NC(=O)/C(C#N)=C1\N=C(NC(=O)c2cccs2)c2ccccc21)c1ccccc1 (configuration not stated) | -16% | 1% | -6% | -11% | ? | 2% | 2 | -36% | ?
COc1ccc(-c2nc(CCNC(=O)c3ccco3)cs2)cc1OC | 15% | -4% | -1% | -8% | ? | 10% | -4 | -16% | -9%
CC(=NCCCn1ccnc1)C1=C(O)c2ccccc2C1=O | 22% | 5% | 20% | -7% | 4%[59 µM] | nt | -9 | -33% | 45µM*
Cc1ccccc1OCc1nnc(SCCN2CCCC2)n1-c1ccccc1 | 23% | 6% | 8% | 7% | -32% | -4% | -5 | -4% | 79µM*
The listing continues:
SMILES | HP1b chromo inh | GLS inhibitor | 12-LOX inh | RGS4 inh | G9a block | ERG-DNA inh | PI4K2A block | JMJD2A Tudor inh | BAZ2B block
COC(=O)CSc1nnc(COc2ccc([N+](=O)[O-])cc2)n1C | 40%[activator] | -5% | 11% | -3% | -8% | 12% | -2 | -11% | -1%
O=C(NC1(C(F)(F)F)NC(=O)N(C2CCCCC2)C1=O)c1ccco1 (configuration not stated) | 21% | -4% | -4% | -14% | -29% | 10% | 2 | -8% | 0%
C/C(=N\Nc1nc(N)cc(Cl)n1)c1ccc(F)cc1 | 33% | 23% | 16% | -6% | 19% | -12% | -1 | -9% | -21%
COc1cccc(-c2cc(C(F)(F)F)c(C#N)c(=O)[nH]2)c1 | 26% | 25% | 2% | ? | 4% | -2% | -7 | ? | 10%
O=[N+]([O-])c1ccc2nc(-c3ccncc3)[nH]c2c1 | 51%[activator] | -3% | 9% | 22% | ? | 0% | -1 | -6% | -1%
CC(C)NC(=O)c1sc2ncccc2c1-n1cccc1 | 42%[activator][57 µM] | -7% | -14% | -29% | 6%[59 µM] | 3% | -6 | -5% | 7%
CCOc1ccccc1CNCCCSc1nnnn1C | 26% | -7% | 7% | -5% | -1%[59 µM] | 1% | -3 | -8% | -11%
O=C(CSc1nc(=O)n(Cc2ccccn2)c2c1CCC2)Nc1ccccc1 | 25% | 1% | -14% | 17% | -5%[59 µM] | 2% | 2 | 1% | 1%
Cc1ccc(C2CC(c3cccs3)=NN2C(=O)CSC2=NN3CCCC(=O)N=C3S2)cc1 (configuration not stated) | 27% | 7% | -5%[57.4 µM] | 21% | ? | 0% | 2 | -17% | -3%
CCOc1ccc(Oc2ccc(C(F)(F)F)cc2N)cc1 | 108%[activator] | 3% | -7% | 15% | 42%[59 µM] | 0% | 1 | 53%[activator] | 95%[activator]
O=c1nc2n(c3ncccc13)CCC2 | 8% | -1% | 1% | 7% | -12%[59 µM] | nt | -2 | -8% | 1%
CCN(CC)CCCN(C(=O)c1ccco1)c1nc(-c2ccc(Cl)cc2)cs1 | 16% | 0% | ? | -6% | -45% | -3% | -5 | ? | ?
CCCN(CC(=O)Nc1ccccc1C)C(=O)CC(NC(=O)c1ccccc1)c1ccccc1 (configuration not stated) | 17% | 3% | 23% | -25% | -8% | -2% | -3 | -11% | 0%
Cc1cc(C)c2[nH]c3nc(SCC(=O)O)nnc3c2c1 | 37% | -3% | 0% | -29% | 8%[59 µM] | 21% | -1 | 1% | 8%[0.457 µM]
COc1ccc(NC(=S)NNc2ccc([N+](=O)[O-])cc2S(=O)(=O)Nc2ccc(C)cc2C)cc1 | ? | ? | 22µM* | -102% | 10µM* | 1% | -1 | 32µM* | 25µM*
COc1ccc(CCC(=O)N2CCN(S(=O)(=O)c3cccc(Cl)c3)CC2)cc1 | 32% | -4% | 0% | 10% | -3%[12.7 µM] | -6% | -2 | -14% | 12%
Cc1onc(-c2ccccc2Cl)c1C(=O)NCC1CCCO1 (configuration not stated) | 11% | 19% | 20% | 14% | -14% | nt | -1 | -5% | 0%
O=C(NCC(=O)N1CCN(S(=O)(=O)c2ccc3c(c2)OCCO3)CC1)c1ccccc1Cl | 34% | 20% | ? | 7% | -9%[59 µM] | nt | 1 | 2% | -3%
CCOC(=O)c1sc(NC(=O)CCN2CCC(C)CC2)c(C(=O)OCC)c1C | 13% | 6% | -12% | -1% | 7% | -6% | 1 | -14% | nt
O=C(NC(=S)Nc1ccc(Cl)c(C(=O)O)c1)c1ccco1 | 5% | 14% | ? | -13% | ? | 8% | 0 | -2% | -15%
Nc1ncnc2c1ncn2[C@@H]1O[C@H](CNS(=O)(=O)c2ccc3c(c2)CCN(C(=O)C(F)(F)F)C3)[C@@H](O)[C@H]1O | 48%[activator] | -11% | 10% | -96% | nt | 2% | 2 | -5% | nt
COc1ccc(-c2cc(C)no2)cc1S(=O)(=O)Nc1cccc(C(F)(F)F)c1 | 25% | -1% | -29% | 9% | -19%[59 µM] | 4% | 0 | -2% | 0%
COc1ccc(-n2c(SCC(=O)N3CCCCC3)nc(O)cc2=O)cc1 | 17% | -1% | 2% | -11% | -45% | -2% | 2 | 0% | -9%
O=C(c1ccc(Cl)c([N+](=O)[O-])c1)N1CCN(c2ccccc2)CC1 | 9% | 18% | 1% | 7% | -44% | 14% | 4 | ? | ?
COc1cc(OC)cc(-c2nc(-c3cc4cc(C)ccc4nc3OC)no2)c1 | 34% | -3% | -18% | -3%[11.4 µM] | 23%[59 µM] | 1% | 6 | 1%[11.4 µM] | 8%
CCOc1ccc(N2CC(C(=O)NC3CCCCCC3)CC2=O)cc1 (configuration not stated) | 14% | -2% | 10% | 12% | 3% | 49%[activator] | 1 | -3% | 3%
Cc1cc(Cl)ccc1NC(=O)C(=O)NCc1ccco1 | 34%[activator] | 0% | -13% | 4% | 0%[59 µM] | -3% | -2 | -19% | 0%

Screening results: PubChem BioAssay, National Center for Advancing Translational Sciences (NCATS)
